# BioA inh = M. tuberculosis BioA enzyme inhibitors, primary screen, biochemical, plate reader, single point, HTS | purified M. tuberculosis BioA enzyme | inhibition, % at 9.99 µM | actives 0.096% (n = 360,000); in the data active = inhibition above about 40%
# An asterisk follows results filed as active.
SMILES,BioA inh
C[C@H]1CN([C@@H](C)CO)C(=O)c2cc(NC(=O)Cn3cnnn3)ccc2O[C@H]1CN(C)C(=O)Nc1ccccc1,-0.6
C[C@H]1CN([C@@H](C)CO)C(=O)c2cc(NC(=O)Cc3cn(C)c4ccccc34)ccc2O[C@H]1CN(C)S(C)(=O)=O,2.7
Cc1noc(C)c1S(=O)(=O)Nc1ccc2c(c1)C(=O)N([C@H](C)CO)C[C@H](C)[C@H](CN(C)C(=O)c1ccccc1)OCCCC[C@@H](C)O2,-5.5
O=C(C[C@@H]1CC[C@H]2[C@@H](COC[C@@H](O)CN2Cc2ccccc2)O1)N[C@H]1CCN(Cc2ccccc2)C1,-2.2
C[C@H](CO)N1C[C@H](C)[C@@H](CN(C)S(C)(=O)=O)Oc2ncc(C#CCN(C)C)cc2C1=O,-2.5
C[C@@H]1CN([C@H](C)CO)S(=O)(=O)c2ccc(C3=CCCC3)cc2O[C@@H]1CN(C)Cc1cncnc1,-1.1
CO[C@@H]1CN(C)C(=O)c2ccc(NC(=O)NC3CCCCC3)cc2OC[C@@H](C)N(CCc2ccccc2)C[C@H]1C,0.8
CO[C@@H]1CN(C)C(=O)c2ccc(NS(=O)(=O)c3ccc(Cl)cc3)cc2OC[C@@H](C)N(C(=O)Cc2cccnc2)C[C@H]1C,-2.1
C[C@H]1CCCCO[C@H](CN(C)CC2CCCCC2)[C@@H](C)CN([C@@H](C)CO)C(=O)c2cc(NS(=O)(=O)c3ccc(Cl)cc3)ccc2O1,7.0
COc1cccc(S(=O)(=O)N(C)C[C@@H]2Oc3ncc(C#Cc4cccc(F)c4)cc3C(=O)N([C@H](C)CO)C[C@@H]2C)c1,-1.4
C[C@@H]1CCCCO[C@H](CN(C)S(C)(=O)=O)[C@H](C)CN([C@@H](C)CO)C(=O)c2cc(NC(=O)c3ccncc3)ccc2O1,0.1
COc1ccc(CN(C)C[C@H]2OCc3cnnn3CCCC(=O)N([C@H](C)CO)C[C@H]2C)cc1,0.7
COc1ccc(NC(=O)N(C)C[C@@H]2Oc3c(NS(=O)(=O)c4ccc(Cl)cc4)cccc3C(=O)N([C@H](C)CO)C[C@@H]2C)cc1,2.0
COc1cccc(S(=O)(=O)N2CCCCN3[C@H](CO)[C@H](c4ccc(-c5ccncc5)cc4)[C@H]3C2)c1,8.7
CN(C)CCCNC(=O)C[C@H]1CC[C@H]2[C@@H](COC[C@@H](O)CN2CC2CCCC2)O1,0.2
C[C@H](CO)N1C[C@H](C)[C@H](CN(C)Cc2cccc(C(F)(F)F)c2)Oc2ncc(C#Cc3ccccc3)cc2C1=O,-1.1
CCCN1C[C@H](C)[C@H](OC)CN(C)C(=O)c2ccc(NC(=O)c3cnccn3)cc2OC[C@@H]1C,-2.4
C[C@@H]1CN([C@H](C)CO)C(=O)c2cc(-c3cccnc3)cnc2O[C@@H]1CN(C)Cc1ccc(Oc2ccccc2)cc1,-0.8
O=C(N[C@@H]1CC[C@@H](CCn2cc(Cc3ccccc3)nn2)O[C@@H]1CO)c1ccccn1,2.3
CC(=O)N[C@H]1C=C[C@@H](CC(=O)NCc2ccc(Cl)cc2)O[C@@H]1CO,1.6
O=C(C[C@H]1CC[C@H](NC(=O)Nc2cc(F)ccc2F)[C@@H](CO)O1)Nc1ccccc1,-1.3
C[C@H](CO)N1C[C@H](C)[C@@H](CN(C)C(=O)Nc2cccc(F)c2)Oc2cc(C#CC3(O)CCCC3)ccc2S1(=O)=O,5.7
CC(C)NC(=O)Nc1cccc2c1O[C@@H](CN(C)Cc1ccc(C(=O)O)cc1)[C@H](C)CN([C@H](C)CO)C2=O,-5.3
COCC#Cc1ccc2c(c1)O[C@H](CN(C)S(C)(=O)=O)[C@H](C)CN([C@@H](C)CO)S2(=O)=O,3.0
C[C@@H]1CN([C@H](C)CO)S(=O)(=O)c2ccc(-c3ccc(F)cc3)cc2O[C@H]1CN(C)Cc1ccccc1C(=O)O,2.0

# The final 4 compounds of the part before open the next one.
SMILES,BioA inh
C[C@H](CO)N1C[C@H](C)[C@@H](CN(C)C(=O)Nc2cccc(F)c2)Oc2cc(C#CC3(O)CCCC3)ccc2S1(=O)=O,5.7
CC(C)NC(=O)Nc1cccc2c1O[C@@H](CN(C)Cc1ccc(C(=O)O)cc1)[C@H](C)CN([C@H](C)CO)C2=O,-5.3
COCC#Cc1ccc2c(c1)O[C@H](CN(C)S(C)(=O)=O)[C@H](C)CN([C@@H](C)CO)S2(=O)=O,3.0
C[C@@H]1CN([C@H](C)CO)S(=O)(=O)c2ccc(-c3ccc(F)cc3)cc2O[C@H]1CN(C)Cc1ccccc1C(=O)O,2.0
O=C(NC1CCCC1)N[C@@H]1CC[C@H](CC(=O)N2CCOCC2)O[C@@H]1CO,-1.3
COc1ccc(S(=O)(=O)Nc2cccc3c2O[C@@H](CN(C)S(=O)(=O)c2cccs2)[C@H](C)CN([C@@H](C)CO)C3=O)cc1,-0.6
O=C(C[C@@H]1CC[C@@H](NC(=O)Nc2ccc(F)cc2)[C@H](CO)O1)NCc1cccc(F)c1,3.5
O=C(c1ccc2c(c1)OCO2)N1C[C@H]2[C@@H](c3ccccc31)[C@@H](CO)N2Cc1ccccc1Cl,5.6
C[C@H]1CN([C@@H](C)CO)C(=O)Cc2cc(NC(=O)CCCN(C)C)ccc2O[C@H]1CN(C)S(=O)(=O)c1ccc(F)cc1,-2.3
C[C@H]1CN([C@@H](C)CO)C(=O)c2cccc(NS(C)(=O)=O)c2O[C@H]1CN(C)CC1CC1,-6.6
COc1ccc(NC(=O)N(C)C[C@@H]2OCCCC[C@H](C)Oc3ccc(NS(=O)(=O)c4ccc(Cl)cc4)cc3C(=O)N([C@@H](C)CO)C[C@@H]2C)cc1,-1.0
C[C@H](O)C#Cc1cnc2c(c1)C(=O)N([C@@H](C)CO)C[C@H](C)[C@@H](CN(C)C(=O)Cc1ccncc1)O2,-1.6
C[C@@H]1CCCCO[C@H](CN(C)Cc2ccccc2)[C@H](C)CN([C@@H](C)CO)C(=O)c2cc(NC(=O)Nc3ccccc3)ccc2O1,-1.1
COc1ccc(S(=O)(=O)Nc2ccc3c(c2)[C@@H]2C[C@@H](CC(=O)N(C)C)O[C@H](CO)[C@@H]2O3)cc1,-4.0
CC(C)NC(=O)N(C)C[C@H]1Oc2cc(C3=CCCC3)ccc2S(=O)(=O)N([C@H](C)CO)C[C@H]1C,18
C[C@@H]1CCCCO[C@H](CN(C)Cc2ccc(C(F)(F)F)cc2)[C@@H](C)CN([C@@H](C)CO)C(=O)c2cc(NS(=O)(=O)c3ccc(F)cc3)ccc2O1,2.1
COCCNC(=O)C[C@H]1CC[C@H]2[C@@H](COc3ccc(NC(=O)Cc4ccccc4)cc3C(=O)N2C)O1,-1.0
COc1ccc(S(=O)(=O)Nc2ccc3c(c2)CC(=O)N([C@H](C)CO)C[C@H](C)[C@@H](CN(C)C(=O)NC2CCCCC2)O3)cc1,0.8
O=C(CCN1CCCCC1)NCC[C@H]1CC[C@@H](NC(=O)C2CC2)[C@H](CO)O1,0.0
CC(=O)N(C)C[C@H]1Oc2cc(/C=C/c3ccccc3)ccc2S(=O)(=O)N([C@H](C)CO)C[C@H]1C,1.5
OC[C@@H]1Nc2ccc(C#Cc3ccccc3)cc2[C@H]2[C@@H]1CCN2Cc1nccs1,3.1
CN(C)CC#Cc1ccc([C@H]2[C@@H](CO)N3CCCCN(C(=O)NC4CCCC4)C[C@@H]23)cc1,5.7
CC(C)NC(=O)N(C)C[C@@H]1Oc2c(NC(=O)Nc3ccc4c(c3)OCO4)cccc2C(=O)N([C@@H](C)CO)C[C@@H]1C,0.6
COc1ccccc1-c1ccc2c(c1)O[C@H](CN(C)S(=O)(=O)c1ccc(C)cc1)[C@H](C)CN([C@@H](C)CO)S2(=O)=O,-4.4
O=C1NCC(=O)N2[C@@H]1C[C@@H](C(=O)NCc1ccc(F)cc1)[C@H]2c1ccc(O)cc1,0.1
C[C@@H]1CN([C@@H](C)CO)C(=O)c2cccc(NC(=O)Nc3ccccc3)c2O[C@H]1CN(C)Cc1ccc2c(c1)OCO2,-4.4
C[C@@H]1CN([C@@H](C)CO)C(=O)c2c(c3ccccc3n2C)-c2ccccc2CO[C@H]1CN(C)Cc1ccc(C(=O)O)cc1,1.4
O=S(=O)(N[C@@H]1CC[C@@H](CCn2cc(-c3ccc(F)cc3)nn2)O[C@@H]1CO)c1ccccc1F,2.3
COc1ccccc1NC(=O)N[C@@H]1CC[C@H](CCNC(=O)c2ccc3c(c2)OCO3)O[C@@H]1CO,1.8

# The list continues.
SMILES,BioA inh
COc1ccc(CN(C)C[C@@H]2Oc3ccc(NS(C)(=O)=O)cc3C(=O)N([C@H](C)CO)C[C@@H]2C)cc1,3.5
C[C@@H]1CN([C@@H](C)CO)C(=O)c2cc(NC(=O)c3ccncc3)ccc2O[C@H]1CN(C)S(=O)(=O)c1ccc(Cl)cc1,3.2
O=C(Nc1ccc(F)cc1)N[C@@H]1C=C[C@@H](CC(=O)N2CCCCC2)O[C@@H]1CO,-2.0
C[C@@H]1CN([C@H](C)CO)C(=O)Cc2cc(NC(=O)Nc3ccc(C(F)(F)F)cc3)ccc2O[C@@H]1CN(C)Cc1ccc(-c2ccccc2)cc1,-2.7
CN1c2ccc(C#Cc3cccnc3)cc2[C@@H]2[C@@H](CCN2S(=O)(=O)c2ccccc2F)[C@@H]1CO,-5.4
COc1ccccc1-c1cnc2c(c1)C(=O)N([C@@H](C)CO)C[C@H](C)[C@H](CN(C)Cc1ccc(C(=O)O)cc1)O2,-0.9
O=C(C[C@H]1CC[C@H]2[C@@H](COC[C@@H](O)CN2C(=O)Nc2ccccc2)O1)NC1Cc2ccccc2C1,-1.6
C[C@@H]1CN([C@H](C)CO)C(=O)c2cc(NC(=O)Nc3ccccc3)ccc2O[C@H]1CN(C)Cc1ccc(C(F)(F)F)cc1,-2.8
Cc1noc(C)c1NC(=O)Nc1ccc2c(c1)C(=O)N([C@@H](C)CO)C[C@H](C)[C@@H](CN(C)S(=O)(=O)c1ccccc1)OCCCC[C@@H](C)O2,0.8
C[C@@H]1CCCCO[C@H](CN(C)C(=O)Nc2ccc(C(F)(F)F)cc2)[C@H](C)CN([C@@H](C)CO)C(=O)c2cc(NS(=O)(=O)c3cccs3)ccc2O1,3.9
COc1ccc(C#Cc2ccc3c(c2)[C@]2(C(=O)N3)[C@H](C(=O)N3CCc4cc(OC)c(OC)cc4C3)[C@H]3C(=O)O[C@H](c4ccccc4)[C@H](c4ccccc4)N3[C@@H]2c2ccc(O)cc2)cc1,-1.3
C[C@H]1CN([C@@H](C)CO)C(=O)c2cc(C#CC3CC3)cnc2O[C@H]1CN(C)C(=O)CC1CC1,0.1
C[C@@H]1CN([C@H](C)CO)C(=O)c2cccc(NC(=O)C3CC3)c2O[C@@H]1CN(C)Cc1ccc(-c2ccccc2)cc1,2.5
O=C(C[C@@H]1CC[C@@H]2[C@H](COC[C@H](O)CN2S(=O)(=O)c2cccc(F)c2)O1)Nc1ccccc1,0.4
CO[C@H]1CN(C)C(=O)c2cc(NC(=O)c3cnccn3)ccc2OC[C@@H](C)N(C)C[C@@H]1C,0.4
C[C@H]1CCCCO[C@H](CN(C)C(=O)Nc2cccc3ccccc23)[C@@H](C)CN([C@@H](C)CO)C(=O)c2cc(NC(=O)Nc3ccc(F)cc3)ccc2O1,-0.3
C[C@@H]1CN([C@H](C)CO)C(=O)c2cc(NC(=O)Nc3ccccc3)ccc2O[C@@H](C)CCCCO[C@H]1CN(C)Cc1ccc(C(=O)O)cc1,0.2
COc1ccc(S(=O)(=O)N(C)C[C@H]2Oc3ccc(NC(=O)CCC(F)(F)F)cc3C(=O)N([C@@H](C)CO)C[C@H]2C)cc1,1.5
C[C@H](CO)N1C[C@H](C)[C@@H](CN(C)C(=O)Nc2ccc(F)cc2)Oc2c(cccc2N(C)C)C1=O,-4.6
COCC(=O)N1CCCCN2[C@@H](CO)[C@@H](c3ccc(-c4ccc(C)cc4)cc3)[C@@H]2C1,2.9
C[C@H]1CN([C@@H](C)CO)C(=O)c2cc(NC(=O)Nc3cccc4ccccc34)ccc2O[C@@H]1CN(C)C(=O)Nc1ccc2c(c1)OCO2,-3.0
Cc1cccc(S(=O)(=O)N2CCCCN3[C@H](C2)[C@@H](c2ccc(C#C[C@@H](C)O)cc2)[C@@H]3CO)c1,-2.0
O=C(C[C@H]1CC[C@H]2[C@@H](COC[C@@H](O)CN2C(=O)Nc2ccc(Cl)c(Cl)c2)O1)NC1CCC1,1.6
C[C@@H]1CCCCO[C@H](CN(C)C(=O)Nc2ccc(C(F)(F)F)cc2)[C@H](C)CN([C@@H](C)CO)C(=O)c2cc(NC(=O)c3ccncc3)ccc2O1,-1.4
C[C@H](CO)N1C[C@H](C)[C@@H](CN(C)C(=O)Nc2ccccc2)Oc2ccc(NS(=O)(=O)c3ccc(F)cc3)cc2CC1=O,-1.3
COc1cccc(-c2cn(CC[C@@H]3CC[C@@H](NS(=O)(=O)c4ccccc4Cl)[C@H](CO)O3)nn2)c1,-1.0
CN1c2ccc(Br)cc2[C@@H]2[C@@H](CCN2C(=O)C2CCCCC2)[C@@H]1CO,2.3
COc1ccccc1NC(=O)N[C@H]1CC[C@@H](CC(=O)N2CCC(Cc3ccccc3)CC2)O[C@H]1CO,-0.3
O=C(Nc1ccccc1F)N1CCCCN2[C@H](CO)[C@@H](c3ccc(C4=CCCC4)cc3)[C@@H]2C1,7.3

# As a short view, part of the list above:
SMILES,BioA inh
COc1ccc(CN(C)C[C@@H]2Oc3ccc(NS(C)(=O)=O)cc3C(=O)N([C@H](C)CO)C[C@@H]2C)cc1,3.5
C[C@@H]1CN([C@@H](C)CO)C(=O)c2cc(NC(=O)c3ccncc3)ccc2O[C@H]1CN(C)S(=O)(=O)c1ccc(Cl)cc1,3.2
O=C(Nc1ccc(F)cc1)N[C@@H]1C=C[C@@H](CC(=O)N2CCCCC2)O[C@@H]1CO,-2.0
C[C@@H]1CN([C@H](C)CO)C(=O)Cc2cc(NC(=O)Nc3ccc(C(F)(F)F)cc3)ccc2O[C@@H]1CN(C)Cc1ccc(-c2ccccc2)cc1,-2.7
CN1c2ccc(C#Cc3cccnc3)cc2[C@@H]2[C@@H](CCN2S(=O)(=O)c2ccccc2F)[C@@H]1CO,-5.4
COc1ccccc1-c1cnc2c(c1)C(=O)N([C@@H](C)CO)C[C@H](C)[C@H](CN(C)Cc1ccc(C(=O)O)cc1)O2,-0.9

# From PubChem

# The list is partial. The share of hits here may be higher or lower than overall.
